zfTRPN1 agonist: zebrafish TRPN1 (NompC) channel agonism | HEK293 zebrafish TRPN1-YFP, Fluo-8 calcium fluorescence; 100% = response to 87 µM carbachol | activation, % at 3 µM | 0.18% of 220,000 active | AID 1424;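 active = activation above its plate's cutoff, the mean activation of test wells on that plate plus 3 SD, cut at about 19% in these data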;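 note: 0% = DMSO alone and 100% = 87 µM carbachol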
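Material: zebrafish TRPN1-YFP in HEK293 cells. Doses: one dose of 3 µM, 0.3% DMSO. Incubation: dye 1 h 37 °C plus 30 min RT. Measured by: intracellular calcium fluorescence with Fluo-8.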
TRPML3 agonist: human mucolipin-3 channel agonism. Q8TDD5. HEK293 TRPML3-YFP, Fluo-8 calcium fluorescence; 100% = the carbachol control signal. activation, % at 3 µM. 0.29% of 220,000 active. AID 1448;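 active = activation above its plate's cutoff, the mean activation of the plate's test wells plus 3 SD, cut at about 12% in these data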;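 note: 0% = DMSO only wells and 100% = carbachol wells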
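Material: TRPML3-YFP stable HEK293 cells | Dosing: One concentration, 3 µM nominal, 0.3% DMSO | Timing: 125 s total fluorescence read per well | Technique: Fluo-8 calcium dye fluorescence, ex 470-495, em 515-575 nm | Measure: Percent activation from peak-to-basal fluorescence ratio, scaled between DMSO and carbachol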
NPY-Y1 antag: antagonists of human neuropeptide Y receptor Y1 | HEK293-CNG Y1 cells, membrane potential fluorescence; NPY at EC95, then isoproterenol | inhibition, % at 3.6 µM | P25929 | 1% of 200,000 active;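 active = inhibition above the campaign mean inhibition of all tested compounds plus 3 SD, cut at about 20% in these data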;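 note: 0% = DMSO wells given NPY plus isoproterenol and 100% = isoproterenol alone without NPY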
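Test system: HEK293 cells co-expressing NPY Y1 receptor and cyclic-nucleotide gated channel; Also added: NPY (25 nM), isoproterenol (1 µM), Ro 20-1724 (25 µM); Compound dosing: one concentration, 3.6 µM, in 0.4% DMSO; Timing: dye 3 h, compound 60 min room temperature, stimulation 45 min; Technique: Membrane-potential fluorescent dye readout.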
S1P4 agonist: human S1P4 receptor agonism | 0.35% of 220,000 active | O95977 | S1P4-expressing cell line, agonist reporter assay | activation, % at 4.98 µM | AID 1509; in the data active = activation above about 11%;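 note: 0% = DMSO vehicle and 100% = reference agonist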
Target sequence (O95977 whole entry, looked up): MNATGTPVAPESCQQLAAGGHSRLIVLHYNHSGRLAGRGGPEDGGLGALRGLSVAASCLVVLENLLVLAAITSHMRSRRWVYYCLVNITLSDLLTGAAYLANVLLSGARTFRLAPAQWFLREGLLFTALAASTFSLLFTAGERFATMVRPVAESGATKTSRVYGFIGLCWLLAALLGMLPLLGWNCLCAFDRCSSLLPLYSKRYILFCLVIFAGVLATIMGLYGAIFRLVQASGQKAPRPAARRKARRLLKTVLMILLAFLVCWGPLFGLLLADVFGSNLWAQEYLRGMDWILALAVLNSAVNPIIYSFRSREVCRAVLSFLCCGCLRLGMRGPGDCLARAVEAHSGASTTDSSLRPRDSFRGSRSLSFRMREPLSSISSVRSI
S1P4 antag: blocks the human S1P4 receptor. inhibition, % at 4.98 µM. O95977. S1P4-expressing cells, antagonist mode, reporter read-out. AID 1510. 0.26% of 220,000 active; in the data active = inhibition above about 29%;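 note: 0% = wells stimulated with agonist and 100% = vehicle wells without agonist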
CHOP inhibitor: inhibitors of CHOP induction in ER stress response; CHO-K1 CHOP-promoter luciferase, tunicamycin-induced, 15-18 h; 3.8% of 220,000 active; inhibition, % at 10 µM;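 active = compounds that reduced the stress-induced luciferase reporter signal by more than about 70% of percent inhibition, limit read from the data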;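 note: 0% = tunicamycin plus vehicle and 100% = wells without tunicamycin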
NPY-Y1 PAM-ag: potentiates or activates human NPY-Y1 receptor; NPY-Y1 expressing cells, potentiator/agonist activation; P25929; activation, % at 3.6 µM; 0.37% of 220,000 active; AID 1304; in the data active = activation above about 33%, passing the limit was not always enough;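 note: cells stimulated with NPY at EC10 then isoproterenol at EC100; 0% = low agonist plus stimulus and 100% = saturating agonist plus stimulus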
NPY-Y2 PAM-ag: human NPY-Y2 potentiation or agonism, primary screen. 0.45% of 220,000 active. activation, % at 3.6 µM. P49146. cells expressing NPY-Y2, potentiator/agonist read-out; in the data active = activation above about 27%;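 note: cells stimulated with NPY near EC25 plus isoproterenol at EC100; 0% = vehicle plus submaximal agonist and 100% = vehicle plus saturating agonist; some results beyond the cut were filed as inactive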
Target sequence (P49146 whole entry, looked up): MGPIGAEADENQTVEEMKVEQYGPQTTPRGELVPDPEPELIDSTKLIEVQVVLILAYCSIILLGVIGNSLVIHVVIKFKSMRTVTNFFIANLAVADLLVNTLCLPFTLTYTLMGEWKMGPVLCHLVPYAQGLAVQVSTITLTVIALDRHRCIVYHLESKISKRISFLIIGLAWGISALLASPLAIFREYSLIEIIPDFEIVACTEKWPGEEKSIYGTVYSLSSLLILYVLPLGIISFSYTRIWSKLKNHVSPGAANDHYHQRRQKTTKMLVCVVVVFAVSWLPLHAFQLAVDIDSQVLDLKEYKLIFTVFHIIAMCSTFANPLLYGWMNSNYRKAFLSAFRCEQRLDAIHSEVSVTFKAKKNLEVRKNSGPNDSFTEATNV
EP2 modulator: modulates human prostaglandin E2 receptor EP2 signaling; P43116; EP2-expressing cells, cAMP HTRF FRET, PGE2 co-stimulation; induction, % at 25 µM; 0.83% of 260,000 active;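 active = compounds whose cAMP rise, as percent of the full-agonist control response, exceeds 60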;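 note: rat C6 glioma line stably carrying human EP2 under a CMV promoter; the protocol text gives 20 µM as final concentration; 100% = response of wells given 1 µM PGE2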
* = called active by the depositor; x = not tested or not shown; & = joins results of further samples. Hits appear at their usual frequency (roughly 6.5% active in at least one column).

SMILES	zfTRPN1 agonist	TRPML3 agonist	NPY-Y1 antag	S1P4 agonist	S1P4 antag	CHOP inhibitor	NPY-Y1 PAM-ag	NPY-Y2 PAM-ag	EP2 modulator
CC(=O)c1cc(N2CCOCC2)ccc1[N+](=O)[O-]	1.3	0.3	0	2.0	2	6	-8	2	-18
Cc1ccc(C(=O)Nc2nccs2)cc1S(=O)(=O)N1CCCCC1	3.1	1.9	6	2.5	7	26	13	8	-4
Cc1cc2oc(C(=O)NC3CCS(=O)(=O)C3)c(C)c2cc1C (configuration not stated)	-0.6	0.6	-4	1.3	-9	16	0	8	-23
COc1ccc(C2SCC(C(=O)O)N2C(C)=O)cc1OC (configuration not stated)	1.8	0.6	2	1.3	-1	25	18	-7	16
Cc1cccc(/C=N/c2sc3c(c2C#N)CCN(Cc2ccccc2)C3)c1O	1.3	1.0	0	1.3	-12	12	11	-7	-6
NC(=O)CSc1nnc(COc2ccccc2)n1Cc1ccco1	-0.3	0.1	3	1.7	-4	-23	21	-4	-10
COc1cc(NC(C(=O)Nc2cccc(C(C)=O)c2)c2ccccc2)cc(OC)c1OC (configuration not stated)	-0.7	0.7	-3	0.1	-16	-16	13	4	4
CCN1CCN(CC(=O)N2N=C(c3cccs3)CC2c2ccc(OC)c(OC)c2)C(=O)C1=O (configuration not stated)	-1.7	0.3	2	-3.4	-8	-10	-4	0	-8
COc1ccc(Oc2nc(-c3cccnc3)nc3ccccc23)cc1	-0.2	0.8	x	-0.2	4	18	-20	-32	44
CCc1nnc(NC(=O)c2ccc3c(c2)C(=O)N(C(C)(C)C)C3=O)s1	1.0	0.9	2	-0.4	-11	10	-3	-9	4
Cc1nc2c(cc1C#N)C(=O)c1ccccc1-2	-1.3	0.6	-4	-1.1	-15	5	-12	8	8
CCN=C(NCC)SC1CC(=O)N(c2ccc(OC)cc2)C1=O (configuration not stated)	0.4	0.3	11	1.2	-1	24	-1	1	6
CCCCn1c(NCCN(C)C)nc2c1c(=O)[nH]c(=O)n2C	0.6	0.3	-2	1.1	1	2	-13	3	16
O=C(COc1ncnc2ccccc12)Nc1cc([N+](=O)[O-])ccc1Cl	-0.4	-1.5	-1	1.0	7	14	21	1	-3
CCOC(=O)c1cnc(-n2nc(C)cc2C)nc1NCCO	0.3	0.3	-1	-0.7	-20	-6	-2	6	2
COc1cccc(/C=N/c2oc(-c3ccccc3)cc2C#N)c1O	-1.2	0.0	2	-0.3	-18	58	18	2	78*
Cc1cccc(N2C(=O)C(CC(=O)Nc3cccc(F)c3)N(CCc3ccncc3)C2=O)c1 (configuration not stated)	0.9	1.0	-3	0.7	-1	13	3	7	-16
O=C(CSc1cccc2cccnc12)NCc1ccco1	-0.3	0.3	4	0.4	-5	1	12	-3	4
S=C(NCCN1CCOCC1)Nc1ccccc1Cl	2.4	0.6	0	-2.5	3	2	-18	-7	2
C=CCn1c(C(c2ccccc2)c2ccccc2)n[nH]c1=S	-0.8	-0.8	-1	2.0	-7	-4	-25	7	33

In another format: entries from further up
| compound | zfTRPN1 agonist | TRPML3 agonist | NPY-Y1 antag | S1P4 agonist | S1P4 antag | CHOP inhibitor | NPY-Y1 PAM-ag | NPY-Y2 PAM-ag | EP2 modulator |
| --- | --- | --- | --- | --- | --- | --- | --- | --- | --- |
| COc1ccc(Oc2nc(-c3cccnc3)nc3ccccc23)cc1 | -0.2 | 0.8 | x | -0.2 | 4 | 18 | -20 | -32 | 44 |
| CCc1nnc(NC(=O)c2ccc3c(c2)C(=O)N(C(C)(C)C)C3=O)s1 | 1.0 | 0.9 | 2 | -0.4 | -11 | 10 | -3 | -9 | 4 |
| Cc1nc2c(cc1C#N)C(=O)c1ccccc1-2 | -1.3 | 0.6 | -4 | -1.1 | -15 | 5 | -12 | 8 | 8 |

Additional structures.
SMILES	zfTRPN1 agonist	TRPML3 agonist	NPY-Y1 antag	S1P4 agonist	S1P4 antag	CHOP inhibitor	NPY-Y1 PAM-ag	NPY-Y2 PAM-ag	EP2 modulator
Cc1cc(/C=N/n2c(COc3ccccc3)nc3ccccc3c2=O)c(O)c([N+](=O)[O-])c1	-0.5	0.4	10	0.8	-5	34	18	2	8
C=CCOc1ccc(C2NC(=S)NC(c3ccccc3)=C2C(C)=O)cc1OC (configuration not stated)	0.5	-0.4	-5	0.2	-2	-10	5	9	24
c1ccc(CSc2ncn(-c3ccccc3)n2)cc1	-1.5	-0.1	-2	0.4	-7	38	-11	-1	27
COc1cc(/C=C/C(=O)OCC(=O)N2CCC(Cc3ccccc3)CC2)ccc1O	-1.2	-1.3	-2	0.5	3	28	-18	-6	-44
COC(=O)c1ccc(NCC(=O)Nc2cc(C)cc(C)c2)cc1	-1.1	-0.3	x	-1.0	8	28	1	-23	-32
CCc1ccc(Nc2ncnc3nc[nH]c23)cc1	-0.5	0.8	x	-2.1	-5	-4	14	-6	31
COc1ccc(-c2cnnc(N/N=C/C(C)=C/c3ccccc3)n2)cc1	-0.5	1.2	-1	-0.9	0	45	-10	-3	14
O=C(Nc1ccc(C(=O)N2CCOCC2)cc1)c1cccc([N+](=O)[O-])c1	2.4	1.2	7	3.3	-8	9	11	-7	-16
CCOC(=O)C(=O)Nc1ccc(S(=O)(=O)Nc2ncccn2)cc1	1.1	1.2	-3	-1.4	8	15	9	4	19
COC(=O)C1C(O)C(C)C(O)C(C)(O)/C=C\C=C(/C)C(=O)Nc2c(C)c(OC(C)=O)c3c(c2O)C(=O)C(C)=C2OCOC(=C23)/C(C)=C/C(C)(O)C(O)C(C)C1O (configuration not stated)	0.7	0.4	x	2.5	-4	11	6	-16	-2
CCn1nc(C)c(Oc2ccccc2O)c1C	3.0	1.3	0	1.6	-18	34	18	1	8
CCOC(=O)CSc1nnc(Cn2nnc3ccccc32)n1-c1ccc(F)cc1	0.6	0.5	x	0.5	-8	3	0	11	-19
Cc1ccc(C(=O)COC(=O)CNC(=O)CNC(=O)c2ccc(C)cc2)cc1	-1.5	-0.7	-3	5.5	-15	1	-6	9	18
CCc1ccc(S(=O)(=O)NCCc2cn3cccc(C)c3n2)s1	-0.9	0.6	-2	1.2	0	11	-7	12	-41
CCS(=O)(=O)NCc1csc(-c2ccccc2)n1	-0.3	-0.3	-1	0.7	-13	-3	1	-1	21
CC[C@H](C)[C@H](NC(N)=O)C(=O)Nc1ccc(NC(C)=O)cc1	2.9	0.7	x	0.4	4	-8	-9	-7	0
FC(F)(F)c1nc2ccccc2n2c(-c3ccc(Cl)cc3)nnc12	0.7	0.3	5	1.3	0	29	-6	13	13
Cc1c(NC(=O)CSc2nc(-c3ccco3)cc(C(F)(F)F)n2)c(=O)n(-c2ccccc2)n1C	-1.1	-0.6	6	-2.4	-2	31	16	18	-11
O=C(C1CC1c1ccccc1)N1CCOCC1 (configuration not stated)	0.9	0.8	-4	0.0	-8	2	8	6	20
COc1ccc(O)c(/C=N/Nc2nc3ccccc3[nH]2)c1	-0.8	0.5	4	0.6	-9	-31	-8	0	-34
COc1ccc(OC(C)C(=O)N2CC(C)OC(C)C2)cc1 (configuration not stated)	0.3	0.5	0	1.9	-9	10	-13	-8	26
Cc1ccc(NC(=O)/C=C/c2cccc([N+](=O)[O-])c2)nc1	-0.4	-0.1	-1	1.4	-10	-8	4	-7	6
Cc1ccc2cc(C#N)c(SCC(=O)NCC3CCCO3)nc2c1 (configuration not stated)	-0.9	2.1	1	-0.1	-12	17	21	-12	24
Cc1ccc(Cc2nnc3n(-c4ccccc4)nc(C(=O)c4ccccc4)n3c2=O)cc1	-1.2	-0.2	5	0.1	2	16	-59	-7	38
Cc1ccsc1/C=N/NC(=O)CSCc1ccc(Cl)cc1	-0.5	-0.3	5	-2.1	4	92*	-27	-18	-29
NC(=O)[C@@H]1CCCN1Cc1nc(Cc2ccccc2Cl)no1	-2.6	0.5	-1	0.9	1	22	-8	3	12
COc1cc(/C=N/NC(=O)c2ccc(CSc3nncn3C)cc2)ccc1OCC(=O)N1CC(C)OC(C)C1 (configuration not stated)	0.9	0.8	5	-0.6	-1	-15	28	-5	3
COc1ccc(C(CNC(=O)c2ccco2)N2CCCCC2)cc1 (configuration not stated)	-0.1	0.7	3	-0.9	1	16	-1	10	6
CCOC(=O)c1c(C)[nH]c(C(=O)CSc2nc3ccccc3o2)c1C	-0.2	0.3	1	-0.3	-18	-20	-12	8	17
CCCCNC(=O)C(Sc1ccccc1)c1ccccc1 (configuration not stated)	-1.6	-0.6	1	0.2	7	-37	-16	2	17
CCc1nnc(NC(=O)c2ccc(S(=O)(=O)N3CCc4ccccc4C3)cc2)s1	0.7	0.1	5	-1.0	-20	82*	10	-1	-22
COc1ccc(S(=O)(=O)NCC2CCCN(C(=O)C3CCCC3)C2)cc1 (configuration not stated)	-2.4	-0.2	-1	-3.4	2	11	-1	0	19
O=C1C(=O)N(Cc2cccnc2)C(c2ccccn2)/C1=C(/O)c1ccc(F)cc1 (configuration not stated)	0.0	-0.3	5	1.7	9	11	22	25	29
COc1ccc(-n2c(=O)c3c4c(sc3n3c(=S)[nH]nc23)CCCC4)cc1	-0.7	-0.4	2	-0.7	7	27	4	14	-13
CC(C)Oc1ccc(C(=O)Nc2ccc(N3CCCCC3)cc2)cc1	1.4	1.6	0	1.4	-21	71*	-8	5	9
O=C(CCCCn1c(=O)c2ccccc2n(CC(=O)Nc2ccccc2)c1=O)NCc1ccco1	0.2	-0.3	0	0.6	9	11	-12	-16	30
CC(=O)Oc1cc2c(C(=O)NCCCN3CCOCC3)c(C)oc2c2ccccc12	0.5	-0.1	-5	0.7	-3	-17	-12	-1	-4
Cc1nn(C2CCCCC2)c(N)c1-c1ccccc1	-0.5	0.5	-5	-2.4	9	3	4	3	17
O=C(Cc1ccccc1)Nc1ccc(NC(=O)c2cccs2)cc1Cl	1.4	-0.3	-8	-0.1	10	-13	13	-16	-46&-29
CC1CCCCN1C(=O)c1ccccc1NC(=O)c1ccco1 (configuration not stated)	1.7	0.9	-1	0.1	-5	8	16	14	23
COc1ccc(OCC(=O)N/N=C2\CCCCc3ccccc32)cc1	-3.0	-0.1	13	-1.8	-1	22	-5	-10	-26
O=C(N/N=C/c1ccc(-c2ccc([N+](=O)[O-])cc2)o1)c1cccnc1	1.6	1.2	x	1.1	8	12	12	1	-51
Cc1cc(C)n(-c2ccc(C(=O)OCC(=O)Nc3ccc(S(=O)(=O)N4CCCCC4)cc3)cc2)n1	-0.9	0.8	-6	-2.5	-12	30	-12	-3	-25
CCN(c1ccccc1)S(=O)(=O)c1ccc(OC)c(NS(=O)(=O)c2cccs2)c1	-0.9	0.1	5	1.5	-13	6	-11	4	14
O=C(CCl)c1ccc2c(c1)CCN2C(=O)C1CCCCC1	-0.7	4.2	1	0.7	-8	109*	7	5	-40
CC(=O)Nc1cccc(C(=O)Oc2cccc(C)c2)c1O	0.0	0.3	5	-1.5	-15	-5	5	-2	15

Screening results (PubChem BioAssay)
